Compound activity (PubChem BioAssay)
EWS-Fli inh: EWS/Fli transcriptional activity inhibition; A673 NR0B1-luciferase reporter, viability-normalised; inhibition, % at 12.6 µM; 350,000 compounds, 0.67% hits;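 active = mean inhibition of at least 50% after viability correction, with every replicate also passing that limit; inconclusive = mean reaches 50% but only one of two replicates passes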;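 note: firefly luciferase signal divided by Alamar Blue viability fluorescence both relative to DMSO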
E-sel inducer: induces E-selectin expression in human endothelial cells. P16581. HUVEC E-selectin immunofluorescence imaging; normalized: neutral wells 0, TNF-alpha wells 100. activation, % at 7.58 µM. 260,000 compounds, 0.37% hits. AID 686992;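 active = mean E-selectin-positive cell signal at least 10% of the positive control, reached in at least 60% of replicates, without over 20% cell loss; inconclusive = no rule given, readout overlaps actives, possibly toxicity-flagged; inactive = the rest, including those meeting only one limit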;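 note: in these data hits start at about 27%; measured in HUVEC primary endothelial cells; signal is the percent of cells scored E-selectin positive by PE staining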
Target sequence (P16581 whole entry, looked up): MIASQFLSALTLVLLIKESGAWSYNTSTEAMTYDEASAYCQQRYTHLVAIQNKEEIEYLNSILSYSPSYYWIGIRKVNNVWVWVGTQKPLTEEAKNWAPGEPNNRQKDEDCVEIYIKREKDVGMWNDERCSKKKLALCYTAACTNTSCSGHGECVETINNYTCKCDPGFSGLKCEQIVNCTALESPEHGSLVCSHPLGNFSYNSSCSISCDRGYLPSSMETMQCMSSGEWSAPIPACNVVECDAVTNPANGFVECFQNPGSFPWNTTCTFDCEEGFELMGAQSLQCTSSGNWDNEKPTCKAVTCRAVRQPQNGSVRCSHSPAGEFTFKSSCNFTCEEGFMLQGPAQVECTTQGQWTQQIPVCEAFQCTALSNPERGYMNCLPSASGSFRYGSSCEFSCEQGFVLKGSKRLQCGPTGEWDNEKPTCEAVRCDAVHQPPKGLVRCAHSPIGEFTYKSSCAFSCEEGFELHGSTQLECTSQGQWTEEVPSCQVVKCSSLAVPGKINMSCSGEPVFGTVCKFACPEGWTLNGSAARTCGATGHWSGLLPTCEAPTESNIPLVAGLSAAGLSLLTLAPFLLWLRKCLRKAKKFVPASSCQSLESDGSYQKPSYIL
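Material: HUVEC primary endothelial cells; Amount: 3,000 cells per well; Dosing: single concentration; Medium: EGM-2 growth medium on 0.1% gelatin-coated wells; Read-out basis: percent E-selectin-positive cells; Signal: immunofluorescence imaging; Control set: TNF-alpha, DMSO.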
esBAF inh: blocks esBAF chromatin remodeling in mouse ES cells | Bmi1-luciferase knock-in reporter, 24 h; 100% = twice the neutral-well signal | reporter increase, % at 12.5 µM | 350,000 compounds, 2% hits | AID 602393; in the data active = activation above about 40%; inconclusive = no clear call, values can overlap the other calls;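 note: 0% = median of the plate's neutral control wells and 100% = double that signal; a rise in the Bmi1 reporter signal indicates esBAF inhibition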
XiGFP reactiv: X-chromosome reactivation activator; 360,000 compounds, 0.055% hits; activation, % at 7.58 µM; XiGFP mouse fibroblasts, % GFP-positive cells imaging, 3 d; cells co-treated with 5-aza-dC sensitizer; scaled so ellipticine positive control = 100%;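 active = mean normalized replicate activation at least 10% and every replicate at or above 10%; inconclusive = only one of the two criteria met; inactive = mean below 10% and not all replicates reach 10%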;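 note: 0% = median of on-plate neutral control wells and 100% = ellipticine 6 µM median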
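material = 68-5-11 XiGFP fibroblast line | medium = DMEM plus 5-aza-dC sensitizer | schedule = 3 days compound exposure | benchmarks = positive control ellipticine, 6 µM final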
RAD54 inh: RAD54 (human) branch migration inhibition; RAD54 Holliday junction branch migration, FAM/BHQ fluorescence; inhibition, % at 10.4 µM; 360,000 compounds, 0.14% hits; AID 602329;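 active = mean normalized replicate activity at least 40 and at least half of replicates scoring 40 or more; inconclusive = only one of the two criteria met; inactive = mean below 40 and under half of replicates reaching 40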;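 note: 0% = median of neutral control wells and 100% = median of positive control wells; inhibitors cause a drop in the FAM fluorescence signal; in these data hits start at about 50%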
FN deposit inh: fibronectin deposition inhibition; AH1F fibroblasts, Alexa488-fibronectin deposition fluorescence, overnight; inhibition, % at 12.6 µM; 350,000 compounds, 0.086% hits;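 active = mean inhibition across replicates of 30% or more, regardless of how many single replicates reach that level; inconclusive = mean under 30% yet at least half of replicates reach 30%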;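 note: positive control wells lacked labelled fibronectin entirely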
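Assay system: AH1F fibroblasts / Quantity: 10000 cells per well / Medium: DMEM plus 2% serum, read in PBS / Reagent: labelled fibronectin 24 nM / Dosing: single dose, pinned / Times: 1 h cell attachment, overnight exposure to compound and label / Signal: fluorescence, ex 485 nm, em 525 nm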
RAD52 anneal inh: RAD52 (human) annealing inhibition | P43351 | 360,000 compounds, 0.46% hits | recombinant RAD52 DNA annealing, FRET fluorescence | inhibition, % at 18.7 µM | AID 651710;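 active = every replicate showing at least 50% inhibition; inconclusive = mean inhibition at least 50% but not in every replicate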
S100A4 MyoIIA: S100A4-myosin IIA interaction inhibition; P26447; S100A4/TAMRA-MyoIIA peptide fluorescence polarization; inhibition, % at 10.7 µM; 360,000 compounds, 0.14% hits; AID 652163;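 active = mean inhibition of at least 70% across replicates, with every replicate also reaching that level; inconclusive = mean inhibition reaches 70% but some replicates fall short; inactive = mean inhibition below 70%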
Target sequence (P26447 whole entry, looked up): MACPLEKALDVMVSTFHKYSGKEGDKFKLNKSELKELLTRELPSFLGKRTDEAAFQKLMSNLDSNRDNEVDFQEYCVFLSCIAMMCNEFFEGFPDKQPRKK
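Material: S100A4 monomer protein | Medium: HEPES pH 7.2 with CaCl2, KCl, NaCl, DTT, Triton | Reagent: Labelled myosin peptide probe, 5 nM | Doses: One dose per compound | Times: 5 min incubation before reading | Benchmarks: Neutral control DMSO, positive control TFP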
* hit, by the source's call; ? = inconclusive; . = not tested or not shown; & = joins results of further samples.

SMILES	EWS-Fli inh	E-sel inducer	esBAF inh	XiGFP reactiv	RAD54 inh	FN deposit inh	RAD52 anneal inh	S100A4 MyoIIA
Cc1noc(C)c1COc1ccc(C(=O)OCC(=O)Nc2ccc(C(=O)N(C)C)cc2)cc1	-1.1	-1.4	-6.6	0.3	2.7	-3.0	-0.8	-7.6
C=CCC[C@@H](CCCCC)OC(=O)/C=C/[C@@H](O)[C@H](O)C[C@H](O)CC=C	9.8	2.1	.	0.1	.	-3.4	16.7	-2.2
O=C(c1ccccc1F)N1CC(=O)N2[C@H](CO)[C@@H](c3ccc(-c4cccnc4)cc3)[C@H]2C1	10.8	-0.3	.	0.1	.	.	2.8	-11.6
COC(=O)c1sccc1-c1ccc(/C=N/OC(=O)c2cccs2)o1	-4.8	.	-17.6	0.0	-0.9	12.0	-9.8	2.0
C[C@H](CO)N1C[C@H](C)[C@@H](CN(C)S(=O)(=O)c2cccs2)Oc2ccc(NS(=O)(=O)c3ccc(Cl)cc3)cc2CC1=O	3.2	98.4*	6.5	0.1	7.2	.	0.1	-4.3
O=C1C=C(NCc2ccccc2)c2ccccc2C1=O	44.1	.	.	0.0	.	-11.3	-11.1	9.8
Cc1nn(C)c(C)c1-c1c(C#N)c(N)nc2c1CCCCCC2	.	.	.	.	-1.2	5.9	0.6	-1.8
COC(=O)c1scc(S(=O)(=O)c2ccccc2)c1N	9.2	5.3	.	-0.1	.	-1.2	-27.0	-9.5
Cc1noc(C)c1S(=O)(=O)Nc1cccc2c1O[C@H](CN(C)S(=O)(=O)c1ccccc1)[C@H](C)CN([C@@H](C)CO)C2=O	-4.4	0.4	-3.2	-0.9	-3.9	.	-33.8	-22.1
Cc1ccc(OCCN(C)C(=O)C2CCC(=O)N(CCCN3CCCC3=O)C2)cc1 (stereo not given)	.	1.0	-7.4	0.0	-1.4	0.8	-9.4	-0.6
O=C(C[C@H]1C[C@@H]2c3cc(NS(=O)(=O)c4ccc(F)cc4)ccc3O[C@@H]2[C@H](CO)O1)N1CCOCC1	2.4	0.0	-8.1	0.1	-6.1	0.0	2.3	3.3
CC1=CC2=NC(=O)CC(C)(C(=O)N(CC(=O)NC3CCCC3)Cc3ccc(Cl)cc3)N2C=C1 (stereo not given)	2.2	.	1.5	0.5	-2.1	-2.9	-19.2	-2.7
COc1cccc(NC(=O)N[C@@H]2C=C[C@H](CC(=O)N3CCOCC3)O[C@@H]2CO)c1	.	0.1	.	0.0	.	-15.1	-5.2	4.1
CCCc1c(C(=O)Nc2ccc(C(F)(F)F)cc2)cnn1-c1ccccc1	-0.1	0.5	.	0.0	.	4.7	-5.7	-3.9
COc1ccc(NC(=O)N(C)C[C@@H]2Oc3ccc(NC(=O)Cc4ccccc4)cc3CC(=O)N([C@H](C)CO)C[C@@H]2C)cc1	-2.9	-7.2	7.3	0.0	15.9	.	4.0	5.5
C[C@@H]1CN([C@H](C)CO)S(=O)(=O)c2ccc(-c3cccc(C#N)c3)cc2O[C@H]1CN(C)C	14.4	0.0	-9.4	0.0	-7.0	2.5	-7.4	-10.5
CCOc1ccccc1NC(=O)C1C(c2ccccc2)C1(Cl)Cl (stereo not given)	7.2	0.7	0.5	0.3	8.5	-2.2	-10.2	-0.1
OC(COCc1ccccc1)CN1CCN(Cc2ccc3c(c2)OCO3)CC1 (stereo not given)	1.2	.	-0.6	0.6	4.7	-7.8	-7.7	8.8&1.1
Cc1ccsc1/C=N/NC(=O)CN1CCN(Cc2ccccc2)CC1	-2.5	.	.	0.2	.	-2.7	-12.2	-3.5
COc1ccccc1C#Cc1ccc([C@H]2[C@@H](C#N)N(C(=O)C3CCC3)[C@@H]2CO)cc1	-1.0	1.4	10.3	0.2	1.2	9.6	14.8	-1.2
CO[C@H]1CN(C)C(=O)c2cc(NS(=O)(=O)CC(F)(F)F)ccc2OC[C@@H](C)N(Cc2nccs2)C[C@@H]1C	-13.0	-0.1	-3.4	0.6	-0.3	-10.0	13.1	0.2
Cc1cc(C(=O)Nc2cccc3c2O[C@H](CN(C)C(=O)NC(C)C)[C@@H](C)CN([C@@H](C)CO)C3=O)n(C)n1	19.7	0.0	1.0	0.0	7.4	-4.8	10.8	-3.4
CC1=C(C(=O)N2CCCC(C(=O)c3cccc4ccccc34)C2)OCCO1 (stereo not given)	-4.0	-0.1	23.9	.	.	5.2	2.5	-2.6
Cc1cccc(CN2CCN(Cc3cccc(-n4cccn4)c3)CC2CCO)n1 (stereo not given)	9.3	.	.	0.4	.	3.5	-1.3	0.8
Cc1cc2nc(-c3ccc(C#N)cc3)c(Cc3cccc(F)c3)n2c(C)c1Br	11.7	-1.0	-12.9	.	2.7	-1.8	-27.5	0.6

Random excerpt: two compounds from above
SMILES	EWS-Fli inh	E-sel inducer	esBAF inh	XiGFP reactiv	RAD54 inh	FN deposit inh	RAD52 anneal inh	S100A4 MyoIIA
Cc1nn(C)c(C)c1-c1c(C#N)c(N)nc2c1CCCCCC2	.	.	.	.	-1.2	5.9	0.6	-1.8
CCOc1ccccc1NC(=O)C1C(c2ccccc2)C1(Cl)Cl (stereo not given)	7.2	0.7	0.5	0.3	8.5	-2.2	-10.2	-0.1

Further structures follow.
SMILES	EWS-Fli inh	E-sel inducer	esBAF inh	XiGFP reactiv	RAD54 inh	FN deposit inh	RAD52 anneal inh	S100A4 MyoIIA
O=C(C[C@H]1CC[C@@H]2[C@H](COC[C@@H](O)CN2C(=O)Nc2ccc(C(F)(F)F)cc2)O1)NCCc1ccncc1	-5.7	0.1	2.8	-0.1	7.8	-12.2	-8.4	2.3
COCCNC(=S)N(CCCN(C)C)Cc1cc2cc3c(cc2[nH]c1=O)OCCO3	3.1	.	-1.0	0.2	-14.4	3.5	9.4	-2.3
CCOc1ccc(-n2nnnc2SCC(=O)NNC(=O)c2ccco2)cc1	8.5	.	-4.9	0.0	.	3.2	-10.7	-3.0
O=C(COc1ccc(S(=O)(=O)NC2CCCC2)cc1)N1CCCCC1	2.3	-0.1	-7.5	-0.1	-0.8	1.6	5.1	-3.8
FC(F)(F)c1ccc(C2NCCc3sccc32)cc1 (stereo not given)	-33.2	.	.	0.0	.	-2.3	-9.2	6.4
COCC(=O)N1CC2(CCN(Cc3nccs3)CC2)c2c(n(C)c3cc(OC)ccc23)[C@H]1CO	-2.7	0.2	.	0.4	.	.	9.2	5.8
COc1ccc(-c2ccc(SCC(=O)NC3CCCCC3)nn2)cc1OC	-46.5	.	?	0.0	9.3	5.7	-13.3	4.2
COc1ccc(NC2c3ccccc3C(=O)N2Cc2ccco2)cc1OC (stereo not given)	5.4	.	-11.1	-0.2	12.0	1.8	-3.8	-3.0
CC1CCN(S(=O)(=O)c2ccc(C(=O)NCc3ccco3)cc2)CC1	2.6	3.0	.	-0.2	.	-0.9	-29.2	1.8
CCOC(=O)c1c(/N=C/C2C(=O)CC(C)(C)CC2=O)sc2c1CCCC2	-2.4	.	1.8	0.0	.	-16.5	-13.3	3.3
C[C@@H]1CCCCO[C@H](CN(C)S(=O)(=O)c2ccccc2)[C@H](C)CN([C@@H](C)CO)C(=O)c2cc(NC(=O)CCCN(C)C)ccc2O1	-2.5	0.2	1.5	0.0	-2.3	-6.6	49.1	0.8
Cc1noc(C)c1NC(=O)Nc1ccc2c(c1)CC(=O)N([C@H](C)CO)C[C@@H](C)[C@@H](CN(C)Cc1ccc(C(F)(F)F)cc1)O2	7.4	-0.1	-0.5	0.2	4.2	6.5	9.3	9.3
CCCNC(=O)N[C@@H]1C=C[C@H](CC(=O)N2CCN(C)CC2)O[C@@H]1CO	-7.5	0.5	-0.8	0.6	-7.0	-12.1	7.9	3.4
OC[C@@H]1[C@H](c2ccccc2)C2(CN(Cc3nccs3)C2)N1CCC(F)(F)F	0.3	-0.3	.	0.1	.	.	-3.6	6.9
COc1ccc(N(CC(=O)N2CCN(c3ccc(Cl)cc3)CC2)S(=O)(=O)c2c(C)noc2C)cc1	10.0	.	4.1	0.1	-4.5	9.1	1.8	-1.9
Cc1noc(C)c1NC(=O)Nc1cccc2c1O[C@@H](CN(C)Cc1ccc(C(=O)O)cc1)[C@H](C)CN([C@@H](C)CO)C2=O	2.0	.	-3.8	-0.7	6.1	.	-10.1	-38.7
O=C(CCCl)N1CCCC2(CCCCC2)C1	12.5	0.1	-5.9	-0.2	4.1	-1.7	-6.0	2.6
Oc1cc2c(cc1CN1CCc3ccccc3C1)OCO2	0.7	-4.3	1.8	0.2	0.3	-1.1	-10.8	2.7
CN1CCN(c2ccc(-c3cc(NC=O)c4ncc(-c5ccc(F)cc5)n4c3)cc2)CC1	-62.7	0.6	-1.2	0.0	17.5	5.0	21.0	-4.5
O=C(NCC[C@H]1CC[C@H](NS(=O)(=O)c2ccc(Oc3ccccc3)cc2)[C@H](CO)O1)C1CC1	9.3	0.9	-0.9	0.4	-5.1	8.5	4.0	-1.2
Cc1noc(C)c1S(=O)(=O)N(C)C[C@H]1OCCCC[C@H](C)Oc2ccc(NS(C)(=O)=O)cc2C(=O)N([C@H](C)CO)C[C@H]1C	-7.9	-0.2	-2.4	-0.3	2.7	.	7.7	-0.4
O=C(Nc1ccc2c(c1)OCO2)c1ccc2sc([C@@H]3O[C@H](CO)[C@@H](O)[C@H]3O)nc2c1	-71.0	-0.1	9.3	0.0	-16.5	4.0	-1.3	-1.2
CC(O)(c1ccc(F)c(F)c1)c1nc(-c2cc3ccccc3o2)cs1 (stereo not given)	2.8	0.0	-2.0	0.1	1.2	-18.4	-14.9	0.3
CCc1nnc(NS(=O)(=O)c2ccc(NC(=O)CCC(=O)OC)cc2)s1	-2.7	.	4.8	0.0	0.8	-9.3	-10.3	14.4
C[C@@H]1CCCCO[C@H](CN(C)S(=O)(=O)c2ccc(F)cc2)[C@@H](C)CN([C@@H](C)CO)C(=O)c2cc(NC(=O)c3ccccc3)ccc2O1	-11.5	0.1	7.0	0.0	-8.8	-3.2	-40.1	-9.5
Cc1ccc(OCC(=O)Nc2nc(C)c(Cl)cc2Cl)c([N+](=O)[O-])n1	-8.7	.	6.5	0.1	-1.1	1.3	-10.8	1.1

Arranged by SMILES length (low to high): some entries from above.
SMILES	EWS-Fli inh	E-sel inducer	esBAF inh	XiGFP reactiv	RAD54 inh	FN deposit inh	RAD52 anneal inh	S100A4 MyoIIA
O=C(COc1ccc(S(=O)(=O)NC2CCCC2)cc1)N1CCCCC1	2.3	-0.1	-7.5	-0.1	-0.8	1.6	5.1	-3.8
COCCNC(=S)N(CCCN(C)C)Cc1cc2cc3c(cc2[nH]c1=O)OCCO3	3.1	.	-1.0	0.2	-14.4	3.5	9.4	-2.3
Cc1ccc(OCC(=O)Nc2nc(C)c(Cl)cc2Cl)c([N+](=O)[O-])n1	-8.7	.	6.5	0.1	-1.1	1.3	-10.8	1.1
Cc1noc(C)c1NC(=O)Nc1ccc2c(c1)CC(=O)N([C@H](C)CO)C[C@@H](C)[C@@H](CN(C)Cc1ccc(C(F)(F)F)cc1)O2	7.4	-0.1	-0.5	0.2	4.2	6.5	9.3	9.3
